High-throughput results deposited in PubChem BioAssay by National Center for Advancing Translational Sciences (NCATS).
Tau fluor cs – counter-screen for tau fibril formation inhibitors. tau K18 P301L Alexa594 fluorescence, heparin fibrillization. Potency, µM (highest dose often 57.7 µM), inactives show at the highest dose activity change, negative = decrease. actives 0.93% (n = 280,000). AID 1463; also: % is scaled to controls: 0 for no effect and ±100 for the full control effect; nearly all actives have a fitted effect of over 55% in size
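Human K18 P301L tau (15 uM unlabeled plus 0.24 uM Alexa 594-labeled, final) in 100 mM sodium acetate pH 7 was mixed with compound and 20 uM heparin and incubated 6 hr at 37 C.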
HttQ103 aggreg – reduces HttQ103-GFP aggregates in PC12 cells; Potency, µM (series often up to 46.1 µM), for inactives: at the top dose activity change, negative = inhibition, hits mostly inhibitors; PC12 HttQ103-GFP aggregates, Acumen cytometry, 40 h; actives 1.1% (n = 220,000); also: % is scaled to controls: 0 for no effect and ±100 for the full control effect; nearly all actives have a fitted effect of over 60% in size
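Ecdysone-promoter PC12 model expressing HTT exon 1 Q103 fused to GFP, induced by tebufenozide at 100 nM final. Compounds titrated; aggregates sized 1–25 µm scored on a 488 nm laser cytometer.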
Tau FP inhib – tau fibrillization inhibition (FP) | P10636 | K18 P301L tau heparin fibrillization, Alexa594 FP, 6 h | Potency, µM (top dose mostly 57.7 µM), inactives show at the top dose activity, negative = inhibition, most hits filed as inhibitors | actives 0.39% (n = 280,000) | AID 1468; also: % is scaled to controls: 0 for no effect and ±100 for the full control effect; nearly all actives have a fitted effect of over 55% in size
Target sequence (P10636 561-689 P618L limits assumed): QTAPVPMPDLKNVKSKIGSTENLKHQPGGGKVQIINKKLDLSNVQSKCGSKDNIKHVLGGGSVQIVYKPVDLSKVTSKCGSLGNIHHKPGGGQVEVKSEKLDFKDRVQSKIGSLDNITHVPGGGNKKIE
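Human tau K18 […] P301L fragment, 15 uM unlabeled plus 0.24 uM Alexa 594-labeled tau (final), with compound and 20 uM heparin in 100 mM sodium acetate pH 7; 6 hr at 37 C, then Alexa 594 FP read.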
SMN2 splice up – increases expression of the SMN2 splice variant; Potency, µM (top dose mostly 46.1 µM), for inactives: top-dose activity change, positive = activation, actives largely listed as activators; HEK293 SMN2-luciferase splicing reporter, luminescence, 30-36 h; actives 2.8% (n = 210,000); AID 1458; also: % of control where 0% means no effect; nearly all actives have a fitted effect of over 55% in size
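HEK293 cells carry an SMN2 […]–luciferase reporter in which exon 7 inclusion puts luciferase in frame. Cells were plated 10-12 h before compound addition, then incubated 30-36 h at 37C. ONE-Glo luminescence was read; sodium butyrate at 4.5 mM final served as control.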
JMJD2E inh – JMJD2E (human) inhibition | JMJD2E catalytic domain, FDH-coupled NADH fluorescence (FDH is formaldehyde dehydrogenase) | AID 2147 | Potency, µM (doses to about 57.1 µM), for the others: top-dose activity change, negative = inhibition, most hits filed as inhibitors | actives 1.6% (n = 230,000); active = well fitted inhibition curve with a large enough effect, not every such curve was filed as active; inconclusive = small, poorly fitted or top-dose-only effect, or another doubt; inactive = no such curve, though single readings can be large or run the other way;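 also: 0% = wells with enzyme and -100% = buffer wells without enzyme; nearly all actives have a fitted effect of over 50% in size; many of its hits are not listed in these tables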
Target sequence (B2RXH2 1-337 limits assumed): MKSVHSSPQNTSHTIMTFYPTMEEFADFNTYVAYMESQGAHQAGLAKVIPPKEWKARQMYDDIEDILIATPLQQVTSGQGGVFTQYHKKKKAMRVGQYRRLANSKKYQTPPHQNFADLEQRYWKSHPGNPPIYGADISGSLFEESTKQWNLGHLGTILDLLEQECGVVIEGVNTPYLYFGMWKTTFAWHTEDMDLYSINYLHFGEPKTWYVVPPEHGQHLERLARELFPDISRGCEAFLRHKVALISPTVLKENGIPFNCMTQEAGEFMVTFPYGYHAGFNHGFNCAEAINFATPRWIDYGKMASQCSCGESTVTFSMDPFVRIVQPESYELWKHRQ
ALDH1A1 inh – ALDH1A1 (human) enzyme inhibition. Purified ALDH1A1, NADH fluorescence, propionaldehyde substrate. Potency, µM (highest dose often 75.3 µM), for the others: at the highest dose activity, negative = inhibition, actives largely listed as inhibitors. actives 7.3% (n = 220,000); active = well fitted inhibition curve with a large enough effect, not every such curve was filed as active; inconclusive = small, poorly fitted or top-dose-only effect, or another doubt; inactive = no such curve, though single readings can be large or run the other way;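 also: plate controls were no enzyme wells and a reference inhibitor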
Target sequence (P00352 whole entry, looked up): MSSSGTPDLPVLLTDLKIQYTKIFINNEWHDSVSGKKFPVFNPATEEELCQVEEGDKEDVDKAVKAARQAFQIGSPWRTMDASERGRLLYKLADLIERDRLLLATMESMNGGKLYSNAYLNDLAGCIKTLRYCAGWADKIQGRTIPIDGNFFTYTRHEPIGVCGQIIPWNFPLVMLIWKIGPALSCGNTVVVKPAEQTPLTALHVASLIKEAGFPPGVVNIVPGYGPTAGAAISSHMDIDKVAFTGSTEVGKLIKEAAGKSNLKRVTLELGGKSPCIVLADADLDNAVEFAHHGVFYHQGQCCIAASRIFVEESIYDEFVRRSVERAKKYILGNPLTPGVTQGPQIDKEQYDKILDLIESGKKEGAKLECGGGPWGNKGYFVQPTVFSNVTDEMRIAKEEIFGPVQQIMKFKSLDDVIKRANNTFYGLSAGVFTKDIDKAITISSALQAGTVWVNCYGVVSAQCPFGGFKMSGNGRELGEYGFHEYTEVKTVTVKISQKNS
Tau ThT inhib – blocks human tau fibril formation measured by thioflavin T. P10636. recombinant tau K18 P301L (four-repeat tau fragment), heparin-induced fibrillization, ThT fluorescence. Potency, µM (top dose mostly 57.4 µM), for the others: top-dose activity, negative = inhibition, usual class: inhibitors. actives 2.1% (n = 270,000). AID 1460; also: % is scaled to controls: 0 for no effect and ±100 for the full control effect; nearly all actives have a fitted effect of over 55% in size
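In this qHTS, human K18 P301L tau is incubated with compound and heparin for 6 hr at 37 C, and Thioflavin T fluorescence then reports fibril load.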
HTT cytoprotect – protects HTT-Q103 PC12 cells, measured by ATP; PC12 HTT-Q103 induced, cytoprotection, ATP luminescence, 40 h; Potency, µM (titrated, usually from 56.4 µM), without a hit: cytoprotection (ATP increase), actives largely listed as activators; actives 0.14% (n = 230,000); AID 1471;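 also: % of control where 0% means no effect; nearly all actives have a fitted effect of over 45% in size; toxic huntingtin expression switched on by the ecdysone agonist tebufenozide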
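ATP quantification (ATPlite) reports survival of PC12 cells in which tebufenozide, 100 nM final, switches on Htt exon 1 with 103 glutamines linked to GFP; compounds are titrated.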
Starred values were filed as active, the others as inactive; ? = inconclusive; . = not tested or not shown; [ ] = another dose, or the depositor's remark. Unless noted, calls follow the shape of the dose curve; as a rule, active = well fitted curve in the direction sought with a large enough effect; inconclusive = small, poorly fitted or top-dose-only effect, or another doubt; inactive = no such curve, though single readings can be large; an effect the other way counts as inactive or inconclusive. Potency is read from the fitted curve at half-maximal effect.

no.	Molecule	Tau fluor cs	HttQ103 aggreg	Tau FP inhib	SMN2 splice up
1	O=C(c1cc2c(=O)oc3ccccc3c2s1)N1CCN(c2cccc(Cl)c2)CC1	1%	.	6%	6%
2	COc1ccc(-c2cn3ccccc3n2)cc1	-13%	15%[9.22 µM]	-11%	.
3	C[C@H](NC(N)=O)C(=O)Nc1ccc2c(c1)OCO2	-29%	-4%[9.22 µM]	?	.
4	CCn1c(=N)c(S(=O)(=O)c2ccc(Cl)cc2)cc2c(=O)n3ccccc3nc21	1%	-7%[9.22 µM]	0%	-13%
5	Cc1cccc2cc(CN(Cc3ccco3)C(=O)NC3CCCCC3)c(=O)[nH]c12	2%	-21%	9%	-30%[inhibitor]
6	CCN(CC)CCNC(=O)Cc1c(C(=O)O)n(CC)c2ccccc12	5%	-20%	7%	-6%
7	O=C(NCCNS(=O)(=O)c1cccc(C(F)(F)F)c1)c1cc(OCC(F)(F)F)ccc1OCC(F)(F)F	-1%	14%	0%	-3%
8	O=C(c1ccc2ccccc2c1)N1CCN(c2ccc([N+](=O)[O-])c(N3CCOCC3)c2)CC1	-21%	?	6%	-16%
9	Cc1ccc(S(=O)(=O)NCC(=O)OCc2ccccc2)cc1	0%	10%	9%	-3%
10	CCn1c(=O)c2cc(C(=O)N3CCN(C)CC3)sc2c2ccccc21	-3%	-7%	2%	-1%

no.	JMJD2E inh	ALDH1A1 inh	Tau ThT inhib	HTT cytoprotect
1	.	.	-2%	.
2	?	.	-17%	-71%[inhibitor][10 µM]
3	-18%	.	.	1%[10 µM]
4	?	?	-8%	11%[10 µM]
5	?	-2%	-10%	-7%[10 µM]
6	-16%	3%	4%	1%[10 µM]
7	7%	0%	4%	14%
8	-3%	?	?	-24%
9	4%	-3%	1%	?
10	?	?	-7%	-16%[10 µM]

Additional records follow:
no.	Molecule	Tau fluor cs	HttQ103 aggreg	Tau FP inhib	SMN2 splice up
11	Cc1ccc(S(=O)(=O)N2CCOCC2)cc1NC(=O)CSc1nc(N)cc(=O)[nH]1	-7%	11%[9.22 µM]	-5%	.
12	COc1cc(/C=C2/SC(=S)N(CC3CCCO3)C2=O)ccc1O (stereo unspecified)	11µM*[quencher]	18%	11%	4%
13	CC(=O)c1c(C)[nH]c(C(=O)NCc2ccccc2)c1C	-17%	8%	0%	.
14	C=CCNC(=O)C(C#N)c1nc2ccccc2nc1N1CCCCCC1 (stereo unspecified)	-22%	-19%[9.22 µM]	4%	-4%
15	CC(C)Cc1nc2oc3c(N4CCN(C)CC4)ncnc3c2c2c1CCCC2	-6%	2%	2%	-3%
16	O=C(Oc1cccnc1)c1ccc(Cl)cc1	2%	0%	3%	.
17	Cc1nc2ccc(NC(=O)c3ccc(Cl)nc3)cc2s1	-19%	13%[9.22 µM]	-6%	.
18	CCOCC(=O)Nc1nc(-c2ccccc2)c(CC)s1	-19%	7%	-3%	0%
19	CCNC(=S)NNC(=O)c1ccoc1C	-3%	-14%	-4%	-7%
20	CCOC(=O)N1CCN(C(=O)C2COc3ccccc3O2)CC1 (stereo unspecified)	-2%	11%	1%	-8%

no.	JMJD2E inh	ALDH1A1 inh	Tau ThT inhib	HTT cytoprotect
11	-3%	?	-12%	0%[10 µM]
12	-3%	0.14µM*	14µM*	-8%[10 µM]
13	-8%	?	?	-5%
14	?	?	?	-17%
15	2%	0%	0%	-2%[0.074 µM]
16	-2%	1%	-14%	-9%[0.074 µM]
17	-2%	.	.	11%[10 µM]
18	-1%	-14%	-20%	-9%
19	4%	-10%	-5%	-14%
20	10%	5%	-5%	17%

Screen by screen, as entered above.
ALDH1A1 inh, entries 15–18 → 0%, 1%, ., -14%
Tau fluor cs, entries 15–18 → -6%, 2%, -19%, -19%

Following part.
no.	Molecule	Tau fluor cs	HttQ103 aggreg	Tau FP inhib	SMN2 splice up
21	CCOC(=O)N1CCN(C(=O)CSc2ccc(-c3cccnc3)nn2)CC1	0%	-15%	4%	-1%
22	Cc1nn(Cc2ccccc2)c2sc(C(=O)NCc3cccnc3)cc12	-5%	-2%	-2%	-16%
23	C/C(=N\NS(=O)(=O)c1ccccc1)c1ccc2c(c1)OCO2	-3%	3%	-5%	10%
24	Cn1c(-c2ccccc2)cnc1SCC(N)=O	3%	-2%	2%	-6%
25	Cc1cc(SCC(=O)c2ccccc2)nc(SCC(=O)c2ccccc2)n1	-22%	-19%	-5%	-59%[inhibitor]
26	CCn1c2ccccc2c2nnc(SCC(=O)Nc3ccc4c(c3)OCO4)nc21	-13%	-23%	1%	7%
27	CCOc1ccc(-c2nnc(N)s2)cc1	0%	-3%	2%	11µM*
28	COCCNC(=O)C(c1ccc(C)o1)N(Cc1cccs1)C(=O)c1snc(C(N)=O)c1N (stereo unspecified)	2%	2%	-3%	-13%
29	COc1ccc(S(=O)(=O)Nc2cccc(S(=O)(=O)N3CCCCCC3)c2)cc1	?	27%	-12%	-8%
30	Cc1cccc(C)c1NC(=O)N1CCN(C2CCCCC2)CC1	2%	-8%	-1%	4%

no.	JMJD2E inh	ALDH1A1 inh	Tau ThT inhib	HTT cytoprotect
21	10%	-3%	-7%	-5%
22	-4%	?	-2%	-26%[10 µM]
23	4%	?	-14%	-36%[inhibitor]
24	6%	1%	-1%	-22%[10 µM]
25	-3%	?	-3%	-9%
26	-2%	?	?	-7%
27	?	2%	-6%	13%[1.9 µM]
28	?	?	8%	3%[10 µM]
29	-4%	?	-10%	18%[10 µM]
30	-6%	3%	3%	5%[1.9 µM]

One compound at a time, from the list above. Order of screens: Tau fluor cs	HttQ103 aggreg	Tau FP inhib	SMN2 splice up	JMJD2E inh	ALDH1A1 inh	Tau ThT inhib	HTT cytoprotect
Results for CCOC(=O)N1CCN(C(=O)CSc2ccc(-c3cccnc3)nn2)CC1 → 0%	-15%	4%	-1%	10%	-3%	-7%	-5%
Results for CCOc1ccc(-c2nnc(N)s2)cc1 → 0%	-3%	2%	11µM*	?	2%	-6%	13%[1.9 µM]

(more compounds)
no.	Molecule	Tau fluor cs	HttQ103 aggreg	Tau FP inhib	SMN2 splice up
31	Cc1ccc(Cl)cc1NC(=O)/C(C#N)=C\c1cn(Cc2ccc(F)cc2)c2ccccc12	-8%	.	?	-7%
32	C/C(N)=C(/C#N)C(=O)CSc1nc2cc(Cl)ccc2s1	?	?	?	0%
33	Cc1nc2ccc(-c3ccccc3)cc2o1	-8%	20%	-6%	-6%
34	Brc1cccc(-c2nnc3sc(CNCc4ccco4)cn23)c1	-5%	-9%	2%	2%
35	COc1ccc(-c2oc3ncn4nc(COc5ccc(Cl)cc5)nc4c3c2-c2ccc(OC)cc2)cc1	-7%	.	?	2%
36	Cc1ccc(CC(=O)Nc2ccc(F)c([N+](=O)[O-])c2)cc1C	-29%	-13%	7%	-2%
37	O=S(=O)(c1ccccc1Cl)N1CCCC(c2nc(-c3cccnc3)no2)C1 (stereo unspecified)	-14%	-13%	-1%	-29%
38	Cc1cc(C)cc(-c2nnc(SCc3ccc(C(=O)O)cc3)o2)c1	15%[2.34 µM]	1%[9.22 µM]	5%[2.34 µM]	.
39	CCOC(=O)N/N=C1/C[C@@H](O)[C@@H](O)[C@@H]2[C@@H]3C(=O)N(C[C@@H]4CCCO4)C(=O)[C@H]3CC[C@@H]12	-12%[11.6 µM]	.	-14%[11.6 µM]	.
40	Cc1cc(NC(=O)CCN2C(=O)C3C4CCC(C4)C3C2=O)cc(C)c1Br (stereo unspecified)	2%	-4%	-3%	-12%

no.	JMJD2E inh	ALDH1A1 inh	Tau ThT inhib	HTT cytoprotect
31	.	.	0%	.
32	-2%	-1%	?	17%[10 µM]
33	-12%	-14%	-3%	-10%
34	6%	?	-5%	-26%
35	.	.	-3%	.
36	-15%	?	-8%	0%[10 µM]
37	11%	13%	-11%	-29%[10 µM]
38	-5%	9%	5%	8%[10 µM]
39	.	18%[13.5 µM]	-9%[11.5 µM]	-49%[inhibitor][10 µM]
40	0%	?	0%	12%[10 µM]

Next section:
no.	Molecule	Tau fluor cs	HttQ103 aggreg	Tau FP inhib	SMN2 splice up
41	COc1n[nH]c2nncnc12	-1%	-9%	0%	-1%
42	CCc1ccc(S(=O)(=O)c2nnn(-c3ccc(F)cc3)c2N)cc1	-15%	.	-13%	-37%[inhibitor]
43	COc1ccc(OC)c(-n2c(N)c(C(=O)NCC3CCCO3)c3nc4ccccc4nc32)c1 (stereo unspecified)	-16%	-3%	4%	22%
44	COC(=O)C1=C(C)NC(=O)CC1c1cc(Br)ccc1F (stereo unspecified)	2%	-13%	-1%	-11%
45	COc1ccccc1CNC(=O)C(NS(=O)(=O)c1ccc2c(c1)CCN2C(C)=O)C(C)C (stereo unspecified)	-12%	.	-8%	3%
46	COc1ccc2nc(C)cc(C(=O)O)c2c1	12%	-2%[9.22 µM]	6%	-6%
47	O=C(Nc1ccc(-c2csc(Nc3cccc(C(F)(F)F)c3)n2)cc1)c1cc([N+](=O)[O-])cc(C(F)(F)F)c1	3.5µM*[quencher]	-11%[9.22 µM]	9%	.
48	CNC(=O)C(=O)N/N=C/c1ccccn1	8%	3%[9.22 µM]	-6%	5%
49	C=CCNC(=O)CSc1nnc(C(CC)N(C)C)n1C1CCCCC1 (stereo unspecified)	1%	-12%[9.22 µM]	-1%	.
50	COc1ccc(/C=C\C(=O)NCC(=O)N/N=C/c2ccc(O)cc2O)cc1	-26%	12%[9.22 µM]	2%	.

no.	JMJD2E inh	ALDH1A1 inh	Tau ThT inhib	HTT cytoprotect
41	-10%	10%	1%	-6%[10 µM]
42	.	.	5%	.
43	?	?	-10%	-15%[10 µM]
44	0%	-6%	1%	7%[10 µM]
45	.	.	-8%	.
46	?	?	5%	-6%
47	2%	.	?	-9%[10 µM]
48	-6%	-4%	-1%	-16%[10 µM]
49	2%	.	-6%	6%[10 µM]
50	7.1µM*	.	?	7%[10 µM]

This is a subset; count on the stated rates, not on these rows.
